FH mod: Identification of activators of human fumarate hydratase by quantitative high-throughput screening | FH coupled MDH/diaphorase resazurin fluorescence, 15 min | Potency, µM (highest dose often 79.9 µM), for the others: at the top dose activity change, negative = inhibition, hits mostly inhibitors | AID 1347055, 2019 | hit rate 0.22% among 54,000 | Fumarate hydratase, mitochondrial (Homo sapiens), P07954; note: potency is the fitted concentration of half-maximal effect; % is set by controls: 0 for no effect and ±100 for the full control effect; the screen sought activators but most active calls are inhibition curves; nearly all actives have a fitted effect of over 45% in size
Target sequence (P07954 whole entry, looked up): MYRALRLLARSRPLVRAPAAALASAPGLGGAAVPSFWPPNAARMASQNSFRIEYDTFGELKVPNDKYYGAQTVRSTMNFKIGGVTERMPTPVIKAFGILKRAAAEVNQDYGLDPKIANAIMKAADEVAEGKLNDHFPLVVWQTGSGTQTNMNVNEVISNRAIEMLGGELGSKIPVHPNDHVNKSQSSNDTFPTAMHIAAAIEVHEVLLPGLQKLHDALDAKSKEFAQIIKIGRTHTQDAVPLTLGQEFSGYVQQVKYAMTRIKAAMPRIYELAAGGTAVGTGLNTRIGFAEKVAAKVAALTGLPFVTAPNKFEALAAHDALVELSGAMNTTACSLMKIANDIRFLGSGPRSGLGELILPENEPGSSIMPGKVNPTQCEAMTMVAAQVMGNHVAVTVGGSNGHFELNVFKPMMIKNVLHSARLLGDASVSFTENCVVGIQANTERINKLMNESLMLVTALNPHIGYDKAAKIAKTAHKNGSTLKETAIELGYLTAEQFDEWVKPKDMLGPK
GALK inhibitor: GALK (human) enzyme inhibition | P51570 | recombinant GALK, Kinase-Glo ATP luminescence, 1 h | Potency, µM (series often up to 57.5 µM), for inactives: at the highest dose activity, negative = inhibition, most hits filed as inhibitors | 44,000 tested, under 10 active;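 note: plate controls were full GALK reaction for no effect and reaction lacking GALK for full effect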
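Luminescent ATP-depletion readout (Kinase-Glo Plus, 10 min) after 1 h RT reaction of 5 nM GALK, 35 uM ATP, 100 uM galactose, pH 8.0 HEPES buffer. Decreased kinase activity scored as inhibition.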
p53null 39C kill: selectivity test: cytotoxicity in p53 null cells, nonpermissive temperature; hit rate 0.97% among 55,000; Potency, µM (titrated, usually from 46.1 µM), without a hit: top-dose activity, negative = cell killing, most hits filed as cytotoxic; H1299 p53-null (neo) cells, 39C, ATPlite viability, 24 h;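 note: potency is the fitted concentration of half-maximal effect; 0% = DMSO only and -100% = full killing by 100 µM tamoxifen; nearly all actives have a fitted effect of over 50% in size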
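Following overnight plating at 37C (600 cells/well), H1299-neo or H1299-p53A138V cells are dosed up to 46 uM. Incubation lasts 24 hr at 39C before ATP detection.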
TSG101-PTAP inh: blocks PTAP binding to human TSG101, validation | Fluorescence polarization, FITC-PTAP peptide/Tsg101, 20 min | AID 1347069 | 44,000 tested, under 10 active | Q99816 | Potency, µM (titrated, usually from 115 µM), inactives show top-dose activity change, negative = inhibition, usual class: inhibitors; note: potency is the fitted concentration of half-maximal effect; 0% is about no effect
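Compounds pinned into 10 uM Tsg101 binding domain, then 50 nM FITC-PTAP peptide added in pH 7.5 HEPES buffer; FP read after 20 min, room temperature. Total S+P intensity flags fluorescent compounds; active cut-off <25 µM, efficacy <60%.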
B2AR arrestin ag: beta-arrestin recruitment by human beta2-adrenergic receptor ligands; P07550; 44,000 tested, under 10 active; Potency, µM (series often up to 46.1 µM), inactives show at the top dose activation, actives largely listed as activators; HTLA Tango cells, beta-arrestin recruitment, luciferase luminescence, 18 h; AID 1347077;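 note: potency is the fitted concentration of half-maximal effect; 0% = DMSO and full agonism = EC100 isoproterenol or metaproterenol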
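Tango cells expressing recombinant beta2-AR and beta-arrestin were treated with compounds (up to 46 microM titration) in DMEM with 1% FBS for 18 hr at 37 degrees C. Beta-arrestin recruitment drove tTA-dependent luciferase, read by luminescence; curves were fitted and classed.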
NTMT1 inhibitor: blocks human N-terminal methyltransferase 1 activity; Q9BV86; NTMT1 MTase-Glo SAH luminescence, purified enzyme; Potency, µM (titrated, usually from 114 µM), without a hit: at the highest dose activity change, negative = inhibition, most hits filed as inhibitors; hit rate 2.5% among 59,000; AID 1645870;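 note: potency is the fitted concentration of half-maximal effect; plate controls were DMSO vehicle for no effect and no enzyme for full effect; nearly all actives have a fitted effect of over 65% in size; many of its hits are not listed in these tables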
Target sequence (Q9BV86 whole entry, looked up): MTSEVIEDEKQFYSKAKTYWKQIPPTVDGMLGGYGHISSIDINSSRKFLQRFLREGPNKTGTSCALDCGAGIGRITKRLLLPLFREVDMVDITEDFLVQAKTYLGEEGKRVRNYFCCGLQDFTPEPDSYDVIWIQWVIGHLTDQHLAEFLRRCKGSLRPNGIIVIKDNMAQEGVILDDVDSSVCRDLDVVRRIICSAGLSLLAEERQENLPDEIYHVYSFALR
p53null 32C tox: kills p53 null cells at the permissive temperature | Potency, µM (titrated, usually from 46.1 µM), for inactives: at the top dose activity change, negative = cytotoxicity, hits mostly cytotoxic | H1299-neo p53 null cells, ATP luminescence, 24 h, 32C | AID 903 | hit rate 0.62% among 55,000;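 note: potency is the fitted concentration of half-maximal effect; 0% = DMSO only and -100% = full killing by 100 µM tamoxifen; nearly all actives have a fitted effect of over 55% in size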
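AC50 values derive from Hill modelling of qHTS concentration-response data (up to 46 uM) in H1299-neo cells. Cells were treated 24 h at 32C following overnight attachment at 37C; viability was read as cellular ATP.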
Numbers without * were called inactive; u = inconclusive; x = no result given; [ ] = remark or other dose. Calls come from the whole dose curve; as a rule, active = well fitted curve in the direction sought with a large enough effect; inconclusive = small, poorly fitted or top-dose-only effect, or another doubt; inactive = no such curve, though single readings can be large; an effect the other way counts as inactive or inconclusive. Only part of the results is shown (hit frequency here may not be typical).

SMILES	FH mod	GALK inhibitor	p53null 39C kill	TSG101-PTAP inh	B2AR arrestin ag	NTMT1 inhibitor	p53null 32C tox
O=C(Nc1cccc(C(=O)OCc2cc(=O)n3c4c(sc3n2)CCCC4)c1)c1cccc(F)c1	u	2%	-3%	1%	9%	-2%	4%
CCc1ccc(NC(=O)C2CCN(S(=O)(=O)c3ccc4[nH]c5c(c4c3)CCCCC5)CC2)cc1	-20%	-2%	23%	-1%	0%	22%	9%
CCc1ccc(C2c3c(-c4cc(C)ccc4O)n[nH]c3C(=O)N2CCO)cc1 (stereo unspecified)	4%	0%	8%	2%	-1%	7%	15%
Cc1ccc(S(=O)(=O)c2nnn3c2nc(N2CCN(c4ccccc4F)CC2)c2ccccc23)cc1C	-5%	0%	-6%	2%	-1%	7%	0%
Cc1cccc(N2CCn3c2nc2c3c(=O)n(C/C=C/c3ccccc3)c(=O)n2C)c1	1%	1%	-14%	-6%	0%	-4%	-5%
CCOCN(C(=O)Cn1c(COC)nc2ccccc21)c1c(C)cccc1CC	5%	7%	-19%	2%	-3%	-20%	1%
COc1ccc(OC)c(NC(=O)CSc2c3c(nc4ccccc24)CCCC3)c1	u	8%	98%[activator]	-2%	0%	-14%	21%
CCOc1ccc(-n2c(=O)c3c(C)c(C(=O)N(C)C)sc3n(Cc3cc(C)ccc3C)c2=O)cc1	5%	1%	12%	0%	-2%	6%	2%
Oc1ccccc1Nc1nc(-c2ccccc2)c2cc(Cl)ccc2n1	-2%	4%	3%	2%	0%	-14%	-2%
CCCCOc1ccc(C(=O)Nc2ccc3oc(-c4cccnc4)nc3c2)cc1	-7%	2%	-8%	3%	1%	u	6%
CCCn1ccc2c(OCC(=O)NCc3ccc(F)cc3)cccc2c1=O	6%	-7%	-11%	0%	-3%	12%	-6%
CCOC(=O)c1cccc(NC(=O)Nc2c(C)n(C)n(-c3ccccc3)c2=O)c1	1%	-5%	-13%	-3%	0%	9%	1%
CCSc1ncc(Cl)c(C(=O)Nc2c(C(=O)Nc3cccc(C)c3)oc3ccccc23)n1	-1%	0%	2%	0%	0%	-1%	-14%
CCOC(=O)c1ccccc1NC(=O)CSc1c(C)cnc2c1c(=O)n(C)c(=O)n2C	-1%	0%	25%	1%	0%	12%	4%
COC(=O)c1nnn(-c2cccc(C)c2)c1C(=O)OC	-12%	-7%	-12%	-5%	-2%	-16%	-2%
CCCCCc1ccc(-c2ccc(Br)cc2)nc1	-13%	-20%	-16%	-2%	1%	3%	-17%
COc1ccccc1-c1c(C)nn2c(N3CCN(c4ccc(F)cc4)CC3)cc(C)nc12	-11%	2%	16%	2%	1%	-8%	-7%
CCOC(=O)c1c(S(=O)(=O)NCC(=O)N2CCN(c3ccccc3)CC2)c(C)n(C)c1C	-10%	-2%	11%	2%	-3%	u	-3%
COc1ccc(-c2cn3nc(N4CCC(C(=O)Nc5cc(Cl)ccc5C)CC4)sc3n2)cc1	-1%	-5%	-5%	-1%	0%	24%	-12%
CCCN(C(=O)Cc1c(C(=O)O)[nH]c2ccc(Cl)cc12)c1ccc(OCC)cc1	-6%	4%	-3%	2%	1%	7%	11%
CC1CCN(S(=O)(=O)c2ccc3c(c2)CCN3C(=O)Nc2cccc(Br)c2)CC1	0%	6%	-29%	-4%	0%	0%	-3%
Cc1ccc(-c2nnc(C3CCN(S(=O)(=O)c4ccc(C)c(C)c4)CC3)o2)cc1	-18%	0%	1%	1%	0%	-13%	12%
CCC(C)n1c(SCc2ccc(F)cc2Cl)nc2ccsc2c1=O (stereo unspecified)	-29%	3%	-3%	0%	-3%	-10%	2%
Cc1ccnc(NC(=O)c2c(C)oc3ncn(CC(C)C)c(=O)c23)c1	-9%	1%	-26%	-6%	0%	u	-4%
COc1ccccc1CNC(=O)CN(c1ccc(C)cc1)S(=O)(=O)c1c(C)noc1C	-7%	0%	-16%	-3%	6%	8%	4%
Cc1ccc(C(=O)N2CCN(CCc3ccncc3)CC2)cc1	19%	-8%	-8%	2%	-2%	12%	-5%
O=C1CC(c2nnc(Cc3ccc(Cl)cc3)o2)CN1c1ccccc1 (stereo unspecified)	-7%	2%	-7%	-3%	-2%	4%	0%
CCN(CC)c1nn2c(=O)c(C(=O)NCc3ccc(N(C)C)cc3)cnc2s1	-13%	-1%	1%	0%	1%	-11%	-5%
Cc1ccc(CNc2cc(C)nc3nc(-c4ccc(C)cc4)nn23)cc1	0%	0%	-21%	-3%	2%	8%	-28%
CCn1c(=O)cc(OCC(=O)Nc2cc(OC)c(OC)c(OC)c2)c2ccccc21	-9%	8%	-24%	-2%	-2%	8%	2%
N#Cc1ccc(NC(=O)c2cc(-c3cccc(Cl)c3)on2)cc1	x	5%	15%	1%	0%	x	3%
COc1cccc(NC(=O)c2c(C(=O)Nc3ccccc3)sc3nc(C)cc(=O)n23)c1	x	9%	-9%	4%	-1%	x	-4%
COC(=O)c1sccc1S(=O)(=O)N(CC(=O)Nc1cc(F)ccc1F)c1ccc(C)c(C)c1	u	0%	-9%	1%	4%	-10%	0%
Cc1c(C(=O)Nc2cc(F)ccc2F)sc2nc(-c3ccc(F)cc3)cn12	-3%	0%	3%	-4%	1%	-19%	-2%
COc1ccc2oc(=O)cc(CN3CCN(C(=O)c4ccccc4)CC3)c2c1	-2%	6%	-11%	-8%	-1%	14%	-5%
CC(C)CC(=O)Nc1nnc(S(=O)(=O)N(C)c2ccc(Cl)cc2)s1	4%	1%	-13%	-3%	0%	15%	6%
COc1ccc(Cn2cc(S(=O)(=O)c3ccc(Cl)cc3)c(=O)c3cc4c(cc32)OCO4)cc1	-4%	-13%	-7%	0%	1%	12%	4%
Cc1ccc(NC(=O)Cn2nc(C(F)(F)F)c3c2CCCC3)cc1C	2%	3%	-3%	2%	0%	-19%	-5%
NC(=O)Cn1c(=O)n(CCCCCC(=O)NCc2ccccc2)c(=O)c2sccc21	7%	-7%	-6%	2%	0%	2%	4%
COC(=O)c1sccc1S(=O)(=O)N(CC(=O)NCc1ccc(C)cc1)c1ccc(C)c(C)c1	8%	-12%	-6%	0%	-1%	3%	0%
COC(=O)c1ccc(CSc2nc3c([nH]c4ccccc43)c(=O)n2-c2cccc(OC)c2)o1	-18%	-5%	14%	-1%	0%	-3%	13%
COc1ccc(C)cc1NC(=O)NC(C)c1c(-n2cccc2)sc(C)c1C (stereo unspecified)	-20%	-2%	12%	-2%	0%	11%	26%
Cc1cccc(C(=O)N2CCc3cc(CNC(=O)COc4ccc(Cl)cc4)ccc32)c1	0%	-4%	24%	2%	-2%	-14%	2%
Cc1ccc(-c2c(C(=O)N3CCN(c4cccc(C)c4)C(C)C3)oc(=O)c3ccccc23)cc1 (stereo unspecified)	-13%	0%	20%	1%	-2%	-1%	30%[activator]
Cc1cc2oc(C(=O)N(Cc3ccccc3F)C3CCS(=O)(=O)C3)c(C)c2cc1Cl (stereo unspecified)	-12%	-1%	21%	0%	6%	1%	9%
CCOc1ccc(N(CC)S(=O)(=O)N2CCCC(C(=O)Nc3ccc(OC)c(OC)c3)C2)cc1 (stereo unspecified)	-7%	2%	4%	0%	0%	13%	7%
Cc1cn2c(=O)cc(COc3cccc(NC(=O)c4cccc(F)c4)c3)nc2s1	-5%	9%	-11%	-1%	1%	-2%	-2%
COc1ccc(OC)c2sc(N3CCN(C(=O)C4COc5ccccc5O4)CC3)nc12 (stereo unspecified)	-1%	-5%	7%	-5%	-3%	-4%	-3%
CCN1C(=O)C(O)(c2c(C)[nH]c3ccccc23)c2ccccc21 (stereo unspecified)	0%	7%	18%	-6%	0%	-4%	-3%
CCN(CC)CCCNC(=O)c1sc2nc3n(c(=O)c2c1C)CCCCC3	-9%	4%	7%	-1%	-1%	-6%	12%
More compounds follow:
SMILES	FH mod	GALK inhibitor	p53null 39C kill	TSG101-PTAP inh	B2AR arrestin ag	NTMT1 inhibitor	p53null 32C tox
Cn1cc(S(=O)(=O)N2CCOCC2)cc1C(=O)Nc1ccc(Cl)c(C(F)(F)F)c1	u	3%	-8%	-3%	0%	-14%	-2%
O=c1c2cc3c(cc2n(Cc2cccc(Cl)c2)c(=O)n1Cc1nc(-c2ccccc2)no1)OCO3	6%	1%	-6%	-28%	0%	14%	3%
COc1cc(NS(=O)(=O)c2ccc3c(c2)CC(=O)N3)cc(OC)c1OC	-1%	1%	-6%	-1%	0%	5%	6%
COc1cccc(CNC(=O)c2oc3ccc4c(c3c2C)C(=O)CC(C)(C)O4)c1OC	-14%	6%	u	-4%	-2%	9%	u
Cc1cc(C)cc(NC(=O)Cn2c(C(F)(F)F)nc3ccccc32)c1	10%	1%	8%	1%	1%	8%	0%
CCCCOc1ccc(CNC(=O)c2cnc3sc(N4CCCCCC4)nn3c2=O)cc1	-3%	5%	-13%	-2%	2%	-7%	-1%
COC(=O)c1ccc(NC(=O)C(=O)NCCc2sc(-c3cccc(F)c3)nc2C)cc1	3%	0%	-21%	-2%	0%	-15%	1%
Cc1cccc(C)c1OCc1cc(=O)n2ccsc2n1	3%	-2%	-9%	-8%	1%	u	7%
COc1ccc(NC(=O)c2nc(SCc3ccc(F)cc3)ncc2Cl)cc1	-13%	7%	-2%	-1%	1%	u	-4%
Cn1nc(-c2ccc(C(=O)Nc3ccc(OC(F)(F)F)cc3)cc2)c2ccccc2c1=O	5%	0%	4%	2%	2%	-6%	-16%
Cc1cc(C)cc(NS(=O)(=O)c2cc3[nH]c(=O)c(=O)[nH]c3cc2C)c1	-12%	0%	0%	0%	-1%	1%	-11%
CCc1nn(CC(=O)NCCCN(CC)CC)c(=O)c2cc3sc(C)cc3n12	-6%	-2%	-9%	-1%	-1%	-10%	3%
Cn1c(=O)n(C)c2cc(CNCc3ccc(F)cc3)ccc21	7%	-1%	1%	4%	-3%	6%	-8%
O=C(CSc1nccn1-c1ccc(Cl)cc1)Nc1ccc(Cl)c(Cl)c1	-6%	-9%	4%	0%	-1%	-5%	-1%
Cc1ccc2[nH]c(C(=O)Nc3ccccc3)cc2c1	-9%	-6%	u	1%	-3%	-2%	u

Reformatted: entries from further up.
Values run as follows: FH mod, GALK inhibitor, p53null 39C kill, TSG101-PTAP inh, B2AR arrestin ag, NTMT1 inhibitor, p53null 32C tox
> Cc1ccc2[nH]c(C(=O)Nc3ccccc3)cc2c1
 : -9%, -6%, u, 1%, -3%, -2%, u
> Cc1cc(C)cc(NS(=O)(=O)c2cc3[nH]c(=O)c(=O)[nH]c3cc2C)c1
 : -12%, 0%, 0%, 0%, -1%, 1%, -11%
> CCc1nn(CC(=O)NCCCN(CC)CC)c(=O)c2cc3sc(C)cc3n12
 : -6%, -2%, -9%, -1%, -1%, -10%, 3%
> O=C(CSc1nccn1-c1ccc(Cl)cc1)Nc1ccc(Cl)c(Cl)c1
 : -6%, -9%, 4%, 0%, -1%, -5%, -1%

Assay outcomes: PubChem, National Center for Advancing Translational Sciences (NCATS)
